TRHR agonist: TRH receptor (human) agonism | TRHR cells, calcium flux fluo-8, FDSS agonist mode | activation, % at 2 µM | 360,000 tested, 0.18% active | AID 493084; also: 0% is about no effect
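TRHR-expressing cells, plated overnight in medium with 10% serum, were loaded with fluo-8 calcium dye at room temperature. After a 10 s baseline, library compound was pin-added and calcium release was recorded kinetically (ex 480/em 530) as agonist response.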
D1 potentiator: enhances dopamine response at the human D1 receptor | AID 504651 | 360,000 tested, 0.036% active | P21728 | HEK293 TREx D1 cells, calcium flux, dopamine EC20 potentiation | potentiation, % at 10 µM; in the data active = potentiation above about 30%; also: 0% is about no effect
Target sequence (P21728 whole entry, looked up): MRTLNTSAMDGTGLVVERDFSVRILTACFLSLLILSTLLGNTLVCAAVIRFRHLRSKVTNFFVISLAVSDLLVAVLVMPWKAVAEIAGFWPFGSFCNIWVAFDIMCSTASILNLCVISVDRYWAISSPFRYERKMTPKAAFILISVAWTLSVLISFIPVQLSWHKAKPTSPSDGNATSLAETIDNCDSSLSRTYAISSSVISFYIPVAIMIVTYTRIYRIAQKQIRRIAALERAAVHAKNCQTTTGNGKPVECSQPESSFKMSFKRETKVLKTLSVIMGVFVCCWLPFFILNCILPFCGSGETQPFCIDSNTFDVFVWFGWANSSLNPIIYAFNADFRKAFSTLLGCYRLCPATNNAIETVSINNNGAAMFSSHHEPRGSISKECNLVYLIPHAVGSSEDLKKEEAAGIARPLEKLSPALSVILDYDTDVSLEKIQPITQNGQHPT
RXFP1 antagonist: RXFP1 (human) relaxin receptor antagonism; activity change, negative = inhibition, % at 57.5 µM; Q9HBX9; AID 1259400; HEK293-RXFP1, relaxin-stimulated cAMP HTRF, 30 min; stronger effect = lower value; 350,000 tested, 0.59% active;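 active = activity change of -60% or lower, but not beyond a set lower limit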; also: % is scaled to controls: 0 for no effect and ±100 for the full control effect
D2 agonist: agonists of human D2 dopamine receptor. P14416. 340,000 tested, 0.53% active. HEK293 T-REx D2 cells, calcium flux agonist mode. activation, % at 2 µM. AID 485358;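 active = activation over 3 SD above normal in the single-dose calcium agonist read, cut at about 30% in these data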; also: 0% is about no effect
Target sequence (P14416 whole entry, looked up): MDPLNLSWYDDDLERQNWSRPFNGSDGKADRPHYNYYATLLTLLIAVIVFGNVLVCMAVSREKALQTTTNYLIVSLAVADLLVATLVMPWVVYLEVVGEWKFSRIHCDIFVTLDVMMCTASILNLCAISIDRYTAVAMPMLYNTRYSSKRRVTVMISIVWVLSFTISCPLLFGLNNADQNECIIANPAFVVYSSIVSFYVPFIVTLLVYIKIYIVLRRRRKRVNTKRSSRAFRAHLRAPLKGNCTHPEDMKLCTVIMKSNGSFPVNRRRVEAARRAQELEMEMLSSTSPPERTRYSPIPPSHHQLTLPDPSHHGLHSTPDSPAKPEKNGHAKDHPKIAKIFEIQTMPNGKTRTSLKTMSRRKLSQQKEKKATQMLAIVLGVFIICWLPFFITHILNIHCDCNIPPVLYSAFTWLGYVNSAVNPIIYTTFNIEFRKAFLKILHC
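Agonism scored from kinetic calcium signal (1 read/sec, 180 s) following compound pin transfer, after a 10 s baseline. Cells: HEK293 Trex line expressing inducible D2 receptor coupled to calcium, dye-loaded after overnight culture at 30 C.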
D1 antag: human D1 dopamine receptor antagonism. P21728. HEK293 TREx D1 cells, calcium flux, dopamine EC80; stronger effect = lower value. activity change, negative = inhibition, % at 10 µM. 360,000 tested, 3.2% active. AID 504652; in the data active = activity change below about -30%; also: % is scaled to controls: 0 for no effect and ±100 for the full control effect
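Tetracycline-induced HEK293 Trex D1 cells, force-coupled to calcium, dye-loaded; compounds added and read 180 s, then EC80 dopamine added and calcium flux tracked kinetically another 180 s.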
D2 antag: D2 dopamine receptor (human) antagonism. P14416. HEK293 TREx D2 cells, calcium flux, dopamine EC80. inhibition, % at 10 µM. 340,000 tested, 2% active; in the data active = inhibition above about 30%; also: 0% is about no effect
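Compounds are added to dye-loaded, induced HEK293 T-REx cells coupled to calcium release via D2; after a 3 min kinetic read an EC80 dopamine stimulus is given and fluorescence is recorded for 3 more min.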
D2 PAM: D2 dopamine receptor (human) potentiation; P14416; HEK293 T-REx D2, calcium flux, EC20 dopamine potentiation; potentiation, % at 10 µM; 340,000 tested, 0.34% active; AID 485347;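 active = potentiation over 3 SD above the plate norm, cut at about 30% in these data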; also: 0% is about no effect
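Cells plated with tetracycline inducer and held overnight at 30 C; calcium dye loaded 30–90 min at room temperature; baseline taken, compound added and read 180 s; EC20 dopamine then added and read 180 s.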
TRHR enhancer: TRH receptor (human) allosteric enhancement. TRHR cells, fluo-8 calcium fluorescence, EC20 TRH enhancement. enhancement, % at 2 µM. 360,000 tested, 0.66% active; in the data active = enhancement above about 30%; also: 0% is about no effect
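TRHR-expressing cells loaded with fluo-8 calcium dye were read kinetically (ex 480/em 530) during compound addition, then stimulated with an EC20 of TRH (10 nM final). Enhancement of the Gq-mediated intracellular calcium response was scored.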
D1 ag: agonists of human D1 dopamine receptor | AID 504660 | HEK293 T-REx D1 cells, calcium flux, agonist mode | activation, % at 2 µM | 360,000 tested, 1% active | P21728; also: 0% is about no effect
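Agonism was scored from calcium flux recorded over 180 s (1 read/s) after pintool compound addition, following a 10-cycle baseline. Cells were inducible force-coupled HEK293 TREx D1, plated overnight at 30 C and loaded with no-wash calcium dye.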
An asterisk follows results filed as active; x = not tested or not shown; & = joins results of further samples; ! = not confirmed by another sample. Rule as the data show it, unless noted: active = activation above about 30%; inactive = the rest.

1: Cc1ccc(NC(=O)N2CCN(C)CC2)cc1NC(=O)N1CCN(C)CC1
2: Cc1ccc(CN2C(=O)CC(c3ccc(Cl)cc3)c3c(C)nn(-c4nc(C)cc(C)n4)c32)cc1 (stereo not drawn)
3: CCc1nn(CC(=O)NCC(C)c2ccccc2)c(=O)c2cc3occc3n12 (stereo not drawn)
4: CCc1cc(SC#N)cc(CC)c1NC(=O)CCl
5: CCOc1ccc(S(=O)(=O)N(C)CC(=O)NCc2ccc3c(c2)OCO3)cc1
6: COc1ccccc1C(=O)CC(=O)c1ccccc1
7: CN1CCC(N(C)CC(O)c2ccccc2)CC1 (stereo not drawn)
8: CCCCCC(C(=O)O)C(C)CC(=O)NC1CCCCC1 (stereo not drawn)
9: Cc1ccc(C)c(N2CCN(S(=O)(=O)c3ccc(C4CCCCC4)cc3)CC2)c1
10: Cc1ccc(-c2csc(N3CCN(S(=O)(=O)c4ccc5c(c4)NC(=O)CO5)CC3)n2)cc1

entry no.	1	2	3	4	5	6	7	8	9	10
TRHR agonist	0.9	0.6	-1.6	-0.3	0.0	0.1	1.3	-0.1	-0.3	0.2
D1 potentiator	-12.9	1.2	-5.5	-12.3	-2.2	1.7	-2.5	-0.3	-2.8	3.6
RXFP1 antagonist	-21.7	-3.6	x	-15.2	-8.9	4.8	-28.2	0.1	x	-15.3
D2 agonist	0.5	6.2	-1.2	-0.1	-0.4	-1.0	2.0	0.5	0.0	0.4
D1 antag	8.5	-8.0	-32.7*	-7.5	-26.7	13.8	9.9	-3.9	-11.6	-1.6
D2 antag	8.8	x	x	-5.0	-14.3	-0.3	3.4	4.4	x	-7.0
D2 PAM	4.9	-15.3	13.9	-6.3	9.5	2.7	-2.7	-7.3	0.3	13.4
TRHR enhancer	4.2	3.3	1.2	2.7	3.3	-4.0	-0.6	38.4*	4.3	5.2
D1 ag	4.7	-3.2	-2.2	1.0	0.8	5.1	0.0	2.5	-1.1	3.8

Next section (four carried over from the part before).
7: CN1CCC(N(C)CC(O)c2ccccc2)CC1 (stereo not drawn)
8: CCCCCC(C(=O)O)C(C)CC(=O)NC1CCCCC1 (stereo not drawn)
9: Cc1ccc(C)c(N2CCN(S(=O)(=O)c3ccc(C4CCCCC4)cc3)CC2)c1
10: Cc1ccc(-c2csc(N3CCN(S(=O)(=O)c4ccc5c(c4)NC(=O)CO5)CC3)n2)cc1
11: NNC(=O)CNc1cccc(Cl)c1
12: CCCCNC(=O)c1cccc(C(=O)NCCCC)c1
13: CCOc1ccc(-n2cccc2C=O)cc1
14: CCN=C1SC(CC(=O)Nc2sc3c(c2C#N)CCCC3)C(=O)N1CC (stereo not drawn)
15: COc1ccc(-c2cc(C(=O)Nc3cc(C)on3)no2)cc1
16: Cc1ccccc1Nc1nc(=O)c2cc([N+](=O)[O-])ccc2s1
17: Cc1oc2ncn(C)c(=O)c2c1C(=O)N(C)c1ccccc1F
18: CN(CCO)C1=NS(=O)(=O)c2cc([N+](=O)[O-])ccc21
19: CCc1ccc(OCC(=O)NNC(=O)c2cc(S(=O)(=O)N3CCOCC3)ccc2N2CCCC2)cc1
20: Cc1c(N=N/C(C(=O)Nc2ccccc2)=C(/O)c2ccccc2)c(=O)n(-c2ccccc2)n1C

entry no.	7	8	9	10	11	12	13	14	15	16	17	18	19	20
TRHR agonist	1.3	-0.1	-0.3	0.2	1.2	0.0	0.2	1.1	0.3	-0.9	1.5	-0.9	-0.4	4.3
D1 potentiator	-2.5	-0.3	-2.8	3.6	-3.0	2.5	-9.6	5.8	6.5	-9.4	-9.1	-14.4	-3.5	-6.2
RXFP1 antagonist	-28.2	0.1	x	-15.3	3.8	3.8	-0.3	-6.5	-17.0	2.1	x	-1.3	-1.4	-27.7
D2 agonist	2.0	0.5	0.0	0.4	1.3	-0.2	-1.3	0.7	1.9	-0.4	x	-1.5	0.8	2.2
D1 antag	9.9	-3.9	-11.6	-1.6	-8.1	4.9	-19.5	-5.4	-5.5	-10.3	8.2	21.9	-5.1	-2.4
D2 antag	3.4	4.4	x	-7.0	-29.8	7.9	19.9	-1.3	3.0	13.0	x	-7.1	-12.6	-2.2
D2 PAM	-2.7	-7.3	0.3	13.4	-9.4	5.5	-6.4	-4.7	-9.5	3.9	-1.7	14.7	17.3	-0.3
TRHR enhancer	-0.6	38.4*	4.3	5.2	2.2	5.3	-8.5	-3.2	-4.9	4.5	4.2	10.5	-2.3	-2.5
D1 ag	0.0	2.5	-1.1	3.8	3.4	3.1	0.3	2.0	3.1	4.3	0.5	7.5	1.3	7.3

21: COc1ccccc1NC(=O)N1CCn2c(nc3ccccc32)C1
22: Cc1ccc(OCCn2c(=S)[nH]c3c(N)ncnc32)cc1
23: CS(=O)(=O)N(CC(=O)NCc1ccc2c(c1)OCO2)c1ccc(Cl)cc1
24: Cc1ccc(S(=O)(=O)NC(=O)Nc2ccc(F)c(F)c2)cc1
25: NC1=NC(c2ccccc2C(F)(F)F)N(c2ccc(F)c(Cl)c2)C(N)=N1 (stereo not drawn)
26: Cn1nc(C(C)(C)C)c([N+](=O)[O-])c1C(=O)Nc1ccccc1
27: NC(=O)c1ccc(CSc2nc3ccccc3s2)cc1
28: Cc1cc(=O)oc2c(C)c(OCC(=O)N3CCN(c4ccc(F)cc4)CC3)ccc12
29: O=C(c1ccccc1)c1ccccc1NC(=O)c1ccccc1C(=O)O
30: COc1ccc(-c2cn(Cc3ccc(C(=O)NCc4ccc(C)cc4)cc3)c(C(C)N)n2)cc1 (stereo not drawn)

entry no.	21	22	23	24	25	26	27	28	29	30
TRHR agonist	-0.2	-1.4	-0.1	-2.0	-0.8	0.0	-0.7	-0.8	-0.2	0.1
D1 potentiator	-7.5	-0.6	-0.5	2.4	-15.3	-6.5	-6.5	-0.7	-2.2	3.0
RXFP1 antagonist	0.7	5.4	-9.7	-3.0	2.2	-13.3	2.8	-2.5	-10.0	x
D2 agonist	8.2	2.2	x	-0.4	-0.8	x	-0.2	-0.3	-1.2	0.6
D1 antag	6.7	1.6	7.3	-0.3	-20.4	-23.1	3.0	-12.4	-20.6	4.9
D2 antag	-5.3	-3.4	x	-7.2	15.5	x	11.0	-5.5	x	3.8
D2 PAM	0.9	5.5	x	14.4	-8.2	0.5	20.5	-6.1	3.9	-9.6
TRHR enhancer	-6.6	6.8	-5.5	4.0	-0.5	-2.4	10.5	-2.1	-2.1	4.9
D1 ag	3.8	1.4	2.1	2.5	0.5	13.9	3.9	4.5	2.3	1.3

31: CN1CCN(c2ccc([N+](=O)[O-])cc2/C=N/NC(=O)c2ccc(F)cc2)CC1
32: Cc1cc(NC(=O)CSc2nnc3c4c(C)c(C)sc4ncn23)no1
33: CC(C)Oc1cccc(C(=O)NC2=NCCS2)c1
34: O=C(Nc1ccc2nc3n(c(=O)c2c1)CCCCC3)c1ccccn1
35: C#CCOCCOCCOCCNc1nc(N2CCN(C(=O)[C@H]([C@@H](C)O)n3cc(CCCCN)nn3)CC2)nc(N2CCN(C(=O)[C@H](C)n3cc(CCCN=C(N)N)nn3)CC2)n1
36: NC(=O)C1CCN(c2nc(-c3ccc(Br)cc3)cs2)CC1
37: Cc1ccc2c(c1)c1c(n2C)C(=O)CCC1
38: O=C(Nc1ccccc1)c1ccccc1N=Cc1cccc(O)c1
39: Cc1ccc(Cl)cc1NC(=O)c1ccc2snnc2c1
40: COc1ccc(Cl)cc1NC(=O)CSc1nc(NS(=O)(=O)c2ccc(C)cc2)cc(=O)[nH]1

entry no.	31	32	33	34	35	36	37	38	39	40
TRHR agonist	-0.1	-1.2	-0.1	0.0	1.1	0.3&-0.3&0.0	-0.2	0.2	-0.7	1.1
D1 potentiator	-6.5	-2.6	-0.1	0.3	1.2	-1.7&-8.1&-9.2	5.0	-1.4	-1.4	0.3
RXFP1 antagonist	-4.7	2.2	-4.4	x	x	-3.1	2.7	22.5	x	2.3
D2 agonist	0.1	-0.5	-0.3	0.3	-0.4	0.2&0.8	0.7	-1.0	-0.2	-0.7
D1 antag	-0.2	8.3	-0.8	-10.9	12.9	-46.1*!	-15.9	0.5	-5.8	-22.4
D2 antag	23.7	-13.4	-0.3	2.2	8.1	-4.7&3.7	25.4	-4.2	x	-6.6
D2 PAM	-9.0	-7.5	7.8	-6.9	4.9	6.3&-17.5	12.5	14.5	-0.2	7.6
TRHR enhancer	-3.6	5.8	9.6	-2.1	1.0	2.2&-6.0&15.7	-4.6	-11.2	-1.7	11.5
D1 ag	0.8	-0.8	7.0	0.7	-0.8	1.0&0.4&3.9	-0.4	3.2	5.0	7.1

TRHR enhancer, what is marked active above.
| entry | canonical_smiles | TRHR agonist | D1 potentiator | RXFP1 antagonist | D1 antag | D2 antag | D2 PAM | TRHR enhancer | D1 ag |
| --- | --- | --- | --- | --- | --- | --- | --- | --- | --- |
| 8 | CCCCCC(C(=O)O)C(C)CC(=O)NC1CCCCC1 (stereo not drawn) | -0.1 | -0.3 | 0.1 | -3.9 | 4.4 | -7.3 | 38.4* | 2.5 |

Remaining list, next part:
41: CC(C)CCNC(=O)c1c[nH]c2ccc(S(=O)(=O)N3CCC4(CC3)OCCO4)cc2c1=O
42: CCN1Cc2cccc(C(=O)Nc3ccc(F)cc3)c2C1=O
43: COC(=O)c1ccc(NC(=O)Nc2ccccc2C)cc1
44: CC(=O)CSc1nnc(CN2C(=O)CSc3ccc(C(F)(F)F)cc32)n1C
45: COc1ccc(-c2nn(CCC(=O)O)cc2/C=C2\SC(N)=NC2=O)cc1
46: O=C(CSc1ccccc1)Nc1cccc(S(=O)(=O)N2CCCCC2)c1
47: CCOc1ccc(NC(=O)CN(C2CCCCC2)S(C)(=O)=O)cc1
48: Cc1cc(-c2ccc(S(=O)(=O)N3CCN(C)CC3)s2)on1
49: Cc1oc(-c2ccccc2F)nc1CS(=O)(=O)CC(=O)NCCCN1CCN(C)CC1
50: CC1(C)CN(c2ccc(Br)cc2Br)C1=O

entry no.	41	42	43	44	45	46	47	48	49	50
TRHR agonist	0.4	-1.3	0.5	0.2	1.7	1.0	-0.7	-0.1	-0.1	-0.1
D1 potentiator	0.8	-2.6	-4.0	-6.0	-6.6	-0.1	3.0	-4.7	-8.9	-4.3
RXFP1 antagonist	x	x	7.8	-10.6	-10.0	2.5	-6.1	-3.3	1.1	-15.6
D2 agonist	1.9	x	-0.1	-0.4	1.5	0.3	0.9	-0.3	1.2	-0.6
D1 antag	2.4	11.5	-13.0	18.2	1.2	-39.5*	8.9	-12.2	15.2	-20.7
D2 antag	-6.1	x	-12.0	-14.7	8.8	0.7	5.7	6.9	9.9	7.2
D2 PAM	6.1	26.8	x	2.4	-3.0	7.4	16.5	-11.0	-0.4	5.7
TRHR enhancer	1.5	2.6	13.9	3.6	5.2	2.4	9.6	-0.2	-7.0	4.5
D1 ag	0.2	-1.7	7.8	2.4	1.3	10.9	1.5	1.5	3.4	-0.9
